Source: PubChem BioAssay (National Center for Advancing Translational Sciences (NCATS))
RECQ1 helicase – qHTS Assay for Inhibitors of RecQ-Like Dna Helicase 1 (RECQ1). ATP-dependent DNA helicase Q1 (Homo sapiens), P46063. RECQ1 DNA unwinding, red fluorescence kinetic read. Potency, µM (top dose mostly 57.3 µM), for inactives: top-dose activity, negative = inhibition, most hits filed as inhibitors. 240,000 tested, 0.54% active. AID 2549, 2010;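 also: plate controls were vehicle for no effect and no enzyme for full effect; nearly all actives have a fitted effect of over 30% in size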
Target sequence (P46063 whole entry, looked up): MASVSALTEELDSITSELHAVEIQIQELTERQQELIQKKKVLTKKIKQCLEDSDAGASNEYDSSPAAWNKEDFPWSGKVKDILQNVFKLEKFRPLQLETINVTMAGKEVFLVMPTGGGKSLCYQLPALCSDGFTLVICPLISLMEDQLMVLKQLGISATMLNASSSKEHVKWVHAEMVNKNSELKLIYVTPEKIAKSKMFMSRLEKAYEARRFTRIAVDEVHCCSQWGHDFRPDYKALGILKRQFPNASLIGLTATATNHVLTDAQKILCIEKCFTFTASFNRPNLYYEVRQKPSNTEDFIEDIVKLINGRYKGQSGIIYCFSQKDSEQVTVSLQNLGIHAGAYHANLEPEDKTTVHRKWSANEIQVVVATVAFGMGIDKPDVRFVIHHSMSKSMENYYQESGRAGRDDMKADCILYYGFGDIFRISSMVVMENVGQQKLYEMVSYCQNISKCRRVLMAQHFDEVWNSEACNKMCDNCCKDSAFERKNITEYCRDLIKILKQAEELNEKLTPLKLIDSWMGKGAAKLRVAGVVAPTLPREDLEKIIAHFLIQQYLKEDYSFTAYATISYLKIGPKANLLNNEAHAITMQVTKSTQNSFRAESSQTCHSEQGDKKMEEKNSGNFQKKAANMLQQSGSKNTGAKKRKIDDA
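50 nM RECQ1T1 preincubated 15 min with compound in Tris pH 8.0 buffer with MgCl2, DTT, Tween-20 and 2.5 ug/ml poly(dI-dC); started with 200 nM TAMRA/BHQ-2 forked duplex and 2 mM ATP. Unwinding read as fluorescence (525/598 nm), two reads 2 h apart.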
GAA glycogen – qHTS Assay for Inhibitors and Activators of Human alpha-Glucosidase Cleavage of Glycogen. recombinant GAA, glycogen substrate, Amplex Red glucose oxidase fluorescence. Potency, µM (doses to about 76.4 µM), inactives show at the top dose activity change, negative = inhibition, usual class: inhibitors. 300,000 tested, 0.38% active. AID 2100, 2009;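 also: 0% = full enzyme reaction and -100% = no-enzyme basal signal; the screen sought inhibitors and activators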
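Recombinant human alpha-glucosidase (4 nM final) hydrolysed bovine liver glycogen (30 ug) for 40 min at 37 C in pH 5.0 citrate/phosphate with 0.01% Tween-20. Released glucose detected by glucose oxidase/Amplex Red, Ex 573/Em 610 nm. Compounds up to 77 uM; AC50 from Hill fits.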
GAA inh – qHTS Assay for Inhibitors of Human alpha-Glucosidase as a Potential Chaperone Treatment of Pompe Disease; Lysosomal alpha-glucosidase (Homo sapiens), P10253; purified human GAA, 4-MU-alpha-glucoside fluorescence; Potency, µM (doses to about 76.9 µM), for inactives: at the highest dose activity change, negative = inhibition, actives largely listed as inhibitors; 200,000 tested, 0.005% active;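 also: plate controls were uninhibited enzyme wells for no effect and no-enzyme background for full effect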
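Fluorogenic assay: 4 nM human alpha-glucosidase with 400 uM 4-methylumbelliferyl-alpha-D-pyranoside in 50 mM citrate/phosphate, 0.005% Tween-20, pH 5.0, 20 min at room temperature. Compounds tested up to 77 uM; AC50 from Hill fits.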
TRb-SRC2 inh – qHTS for Inhibitors of the Interaction of Thyroid Hormone Receptor and Steroid Receptor Coregulator 2. Potency, µM (titrated, usually from 106 µM), without a hit: at the top dose activity change, negative = inhibition, actives largely listed as inhibitors. AID 1469, 2008. 280,000 tested, 0.065% active. Thyroid hormone receptor beta (Homo sapiens), P10828. TRbeta-SRC2 peptide binding, fluorescence polarization; receptor liganded with 1 µM T3;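 also: plate controls were bound peptide for no effect and peptide without receptor for full effect; nearly all actives have a fitted effect of over 50% in size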
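TRb LBD 0.6 uM + Texas Red SRC2 peptide 20 nM, 1 uM T3, Tris buffer w/ 5% DMSO; compound pinned, 5 h RT; FP read ex 555/em 632; normalized to unbound and bound controls.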
TR SRC2 fluor cs – Total Fluorescence Counterscreen for Inhibitors of the Interaction of Thyroid Hormone Receptor and Steroid Receptor Coregulator 2 | TRb/SRC2 Texas Red total fluorescence interference | Potency, µM (highest dose often 106 µM), without a hit: top-dose fluorescence change, negative = quenching | 280,000 tested, 0.29% active; active = well fitted curve in either direction with a large enough effect; inconclusive = small, poorly fitted or top-dose-only effect
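Human TRb ligand-binding domain at 0.6 uM with 20 nM Texas Red SRC2 peptide in Tris buffer containing 1 uM T3 and 5% DMSO, incubated with compound 5 h at ambient temperature. Total fluorescence (555/632 nm) calculated as parallel + 2 × perpendicular.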
GAA spleen mod – qHTS Assay for Inhibitors and Activators of Human alpha-Glucosidase From Spleen Homogenate; Lysosomal alpha-glucosidase (Homo sapiens), P10253; human spleen homogenate, 4-MU-alpha-glucoside fluorescence; Potency, µM (doses to about 79.9 µM), without a hit: at the highest dose activity change, negative = inhibition, hits mostly inhibitors; 240,000 tested, 0.006% active; AID 2112, 2009;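 also: 0% = enzyme with vehicle and -100% = no enzyme basal signal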
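Enzyme source: human spleen homogenate, 1 ug/well. Buffer 50 mM citric acid/K phosphate pH 5.0, 0.01% Tween-20. 4-MU-alpha-glucoside 1 mM; 37 C x 40 min; NaOH/glycine stop; fluorescence.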
GoLoco inh red – qHTS Assay for Inhibitors of RGS12 GoLoco Motif Activity (Red Fluorophore); Gai1:RGS12 GoLoco peptide FP, rhodamine, 10 min; 230,000 tested, 0.44% active; Guanine nucleotide-binding protein G(i) subunit alpha-1 (Homo sapiens), P63096; AID 880, 2007; Potency, µM (highest dose often 61.6 µM), without a hit: at the highest dose activity, negative = inhibition, hits mostly inhibitors; active = well fitted inhibition curve with a large enough effect, not every such curve was filed as active; inactive = no such curve, though single readings can be large or run the other way; also: nearly all actives have a fitted effect of over 30% in size; many of its hits are not listed in these tables
Target sequence (P63096 whole entry, looked up): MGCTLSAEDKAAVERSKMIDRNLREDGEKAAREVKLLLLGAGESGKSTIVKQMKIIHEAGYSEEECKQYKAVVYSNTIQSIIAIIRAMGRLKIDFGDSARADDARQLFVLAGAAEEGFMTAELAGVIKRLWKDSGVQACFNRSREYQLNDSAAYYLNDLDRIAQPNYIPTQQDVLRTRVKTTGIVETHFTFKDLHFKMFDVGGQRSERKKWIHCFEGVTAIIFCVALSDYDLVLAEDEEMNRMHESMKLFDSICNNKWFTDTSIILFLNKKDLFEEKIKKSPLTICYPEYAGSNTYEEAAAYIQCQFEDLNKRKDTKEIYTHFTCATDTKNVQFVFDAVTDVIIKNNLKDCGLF
L3MBTL1 block – qHTS Assay for the Inhibitors of L3MBTL1; Lethal(3)malignant brain tumor-like protein 1 (Homo sapiens), Q9Y468; AlphaScreen L3MBTL1–H3K9me1 peptide binding; Potency, µM (doses to about 57.1 µM), inactives show at the top dose activity, negative = inhibition, actives largely listed as inhibitors; 230,000 tested, 0.66% active; AID 485360, 2010; also: nearly all actives have a fitted effect of over 60% in size
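L3MBTL1 50 nM + b-AHA-H3(1-15)K9me1 75 nM, 30 min RT; compound added, 30 min RT; streptavidin donor/Ni-chelate acceptor beads 10 ug/mL each final, 30 min RT dark; AlphaScreen read.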
Numbers without * were called inactive; i = inactive; ? = inconclusive; · = not tested or not shown; & = joins results of further samples; [ ] = remark or other dose. Unless noted, calls follow the shape of the dose curve; as a rule, active = well fitted curve in the direction sought with a large enough effect; inconclusive = small, poorly fitted or top-dose-only effect, or another doubt; inactive = no such curve, though single readings can be large; an effect the other way counts as inactive or inconclusive. Unless noted, % is scaled to controls: 0 for no effect and ±100 for the full control effect; potency is read from the fitted curve at half-maximal effect. The list is partial, so the mix of outcomes need not match the whole.

SMILES	RECQ1 helicase	GAA glycogen	GAA inh	TRb-SRC2 inh	TR SRC2 fluor cs	GAA spleen mod	GoLoco inh red	L3MBTL1 block
O=C(N/N=C/c1ccccn1)c1cc(C2CC2)[nH]n1	i	-11%	-10%	2%	-1%	3%	17%	-34%
CC(C)(C)NC(=O)CCc1ncc(C(F)(F)F)cc1Cl	i	-7%	-13%	0%	0%	-2%	-1%	16%
O=C(O)c1cccc(S(=O)(=O)N(Cc2ccccc2)c2ccccc2)c1	0%	10%	-5%	-8%	-7%	-4%	-4%	14%
CCCCC(CC)C(=O)Nc1ccc(C)c(O)c1 (stereo unspecified)	i	13%	?	-1%	0%	4%	13%	5%
COc1ccc(-c2csc(N3CCC(C(N)=O)(N4CCCCC4)CC3)n2)cc1	-3%	-5%	3%	5%	1%	-15%	3%	·
CC(=O)N[C@@H](CC(=O)O)C(=O)N[C@@H](CCC(=O)O)C(=O)O	?	·	·	-3%	0%	0%	78%[activator]	·
CCOC(=O)C1CCN(C(=O)COc2ccc(N(C)S(=O)(=O)c3cccs3)cc2)CC1	-3%	-14%	-6%	3%	1%	-5%	8%	3%
O=C(CSc1nnc(Nc2ccccc2F)s1)Nc1cccc(S(=O)(=O)N2CCCCC2)c1	-6%	7%	-13%	-12%[53 µM]	-3%[53 µM]	-15%	7%	-14%
Cc1nn(-c2ccccc2)nc1CNC(=O)C1CC1	i	3%	·	1%	-2%	-1%	-2%	10%
COc1ccccc1NC(=O)CN1C(=O)NC2(CCCCCCC2)C1=O	i	11%	-7%	-3%	-4%	4%	5%	-3%[11.4 µM]
CCn1c(CNC(=O)c2cccs2)nnc1SCC(=O)Nc1ccc(Cl)cc1	-3%	-2%	-4%	2%	-2%	-4%	3%	-5%
CCCN1C(=O)c2cc(C(=O)Nc3ccccc3C)ccc2C1Nc1ccccc1C (stereo unspecified)	2%	-6%	·	6%	-1%	5%	1%	-7%
COc1cccc(N(CC(=O)Nc2cccc(F)c2)S(C)(=O)=O)c1	6%	4%	-3%	-2%	1%	-11%	3%	-2%
O=C(Nc1ccncc1)C1(c2ccccc2)CCCC1	-1%	-10%	-4%	-2%	-2%	10%	-3%	3%
CCOC(=O)N1CCN(C(=O)C2CC(=O)N(c3ccc(OC)cc3)C2c2ccc(OC)cc2)CC1 (stereo unspecified)	-4%	3%	1%	-6%	-2%	-10%	-2%	-5%
O=C(COC(=O)Cn1cnc2ccccc21)NCCCc1ccccc1	i	25%	11%	7%	-2%	1%	4%	-2%
CCOC(=O)c1cc(NC(=O)c2ccc(Cl)cc2)c(=O)n2c1oc1ccc(Cl)cc12	-14%	7%	0%	3%	3%	-21%	19%	5%
Cc1cc(Nc2ccc(Br)cc2F)n2ncnc2n1	-2%	9%	0%	-6%	-2%	-5%	-2%	15%
COc1cc(C)nc(N2CCCC(C(=O)Nc3cccc(Cl)c3C)C2)n1 (stereo unspecified)	-5%	11%	-3%	-6%	1%	-11%	-3%	-14%
COc1ccc2oc(-c3ccccc3)c(C(=O)N3CCOCC3)c2c1	-19%	-3%	1%	-5%	0%	3%	-14%	1%
O=C(NCCO)C1(c2ccc(Cl)cc2)CCCC1	-10%	3%	-7%	-2%	-3%	5%	-3%	·
CN(C)CCCN(C(=O)c1ccc2c(c1)CCCC2)c1nc2ccc(F)cc2s1	-2%	8%	-4%	-9%	-1%	-2%	-5%	?
O=c1c2ccccc2nc(-c2ccco2)n1/N=C/c1ccco1	-24%	-3%	-1%	-13%	6%	-3%	8%	-3%
CCOc1ccc(NC(=O)COC(=O)c2ccc3c(c2)C(=O)N(CCc2ccccc2)C3=O)cc1	7%	-5%	2%	4%	0%	-2%	3%	6%
COc1cc2c(cc1/C=C1/NC(=O)N(c3ccccc3)C1=O)OCO2	-11%	6%	-6%	4%	0%	2%	-5%	6%
Cc1ccc(Cn2ccc(=O)c(OCc3ccccc3)c2C)cc1	-4%	-9%	1%	10%	1%	-3%	11%	·
CC(=O)c1cccc(NC(=O)CCNS(=O)(=O)c2cccc3nonc23)c1	i	1%	-14%	0%	-1%	1%	3%	·
CSc1ccc(/C=C(\NC(=O)c2ccc(C)cc2)C(=O)Nc2cccc(C)c2)cc1	1%	14%	2%	-15%	2%	-5%	10%	0%
O=C(C1CCC(Cn2c(=O)[nH]c3ccccc3c2=O)CC1)N1CCN(c2ccccc2)CC1 (stereo unspecified)	-3%	-2%	1%	6%	0%	-3%	-7%	3%
COc1ccc(-c2noc(C3CCCN(C(=O)c4ccccc4)C3)n2)cc1 (stereo unspecified)	-13%	3%	·	4%	-2%	-2%	1%	·
Cc1cccc(-c2nc(NCCCN3CCOCC3)c3ccccc3n2)c1	-2%	-2%	8%	15%	0%	0%	241%[activator]	·
Cc1ccc(N(Cc2ccc(C(=O)NCC3CCCO3)cc2)S(C)(=O)=O)cc1C (stereo unspecified)	14%	0%	9%	5%	-2%	3%	-5%	11%
C/C(CCC(=O)OC[C@@H]1O[C@H](C#Cc2ccccc2)C=C[C@@H]1Oc1ccc(C)cc1)=N/O[C@@H](C)c1cn([C@H](CO)Cc2ccccc2)nn1	-12%[11.5 µM]	·	·	2%&-4%[11.2 µM]	1%&-1%[11.2 µM]	-1%&-3%[17.4 µM]	·	·
CCOC(=O)C1CCCN(C(=O)CN2CCN(Cc3ccc(Cl)cc3)C2=O)C1 (stereo unspecified)	i	-4%	2%	-6%	-2%	-23%	-4%	·
CCC/C=C1\CCCOC(C(=O)NCc2ccc(C)o2)(C(F)(F)F)C1 (stereo unspecified)	16%	·	·	0%	0%	-18%	·	·
COCCn1cc(C(=O)NCc2cccs2)c2c3ccccc3n(C)c2c1=O	3%	-6%	15%	2%	1%	1%	-7%	5%
Cc1cccc(NC(=O)CSc2nnc(Cn3cnc4ccccc43)o2)c1	i	-9%	-3%	-8%	0%	2%	8%	4%
Cc1cc2ccccn2c1C(=O)c1ccc(Cl)cc1	i	0%	-6%	-8%	-9%	-3%	1%	123%[activator]
CCN(CC)S(=O)(=O)c1ccc(N/N=C/c2cc(OC)ccc2O)nc1	i	-27%	-3%	3%	-1%	0%	35%[activator]	-4%
Fc1ccc(-c2nnn3c2nc(NCc2ccccc2)c2ccccc23)cc1	i	-1%	·	8%&-7%	0%&-1%	8%	-5%	·
CCc1nnc(NC(=O)c2cccc(C(=O)Nc3nnc(CC)s3)n2)s1	-1%	20%	-1%	0%	2%	5%	3%	32%[activator]
CC(=O)NC1C(Oc2ccc(C=O)cc2)OC(COC(C)=O)C(OC(C)=O)C1OC(C)=O (stereo unspecified)	-2%	3%	?	-2%[53 µM]	0%[53 µM]	-3%	-7%	7%
COc1ccc(S(=O)(=O)N(CC(=O)N2CCOCC2)Cc2ccccc2)cc1	-8%	1%	-1%	-9%	3%	4%	-7%	-29%
COc1ccc(C2Nc3ccccc3C(=O)N2Cc2ccccc2)cc1CN1CCOCC1 (stereo unspecified)	1%	-4%	4%[15.4 µM]	-6%	-1%	6%	-1%	-7%
CCC(C)(C)n1nnnc1C(c1ccc2ncccc2c1)N1CCN(c2nc3ccccc3s2)CC1 (stereo unspecified)	-11%	-1%	?	4%	0%	-12%	10%	-2%
Cc1cc(C)n(-c2ncnc3sc4c(c23)CCCC4)n1	-6%	-1%	1%	5%	2%	2%	-2%	5%
N#Cc1c(N2CCCC2)nc(N)c2c(N)nc(N3CCCC3)cc12	?	-13%	5%	?	-2%	2%	-2%	?
O=P(O)(CCc1ccncc1)CN1CCCCC1	-6%	-5%	4%[15.4 µM]	2%	-3%	4%	3%	10%
NC(=O)c1c(NC(=O)CCCC(=O)O)sc2c1CCCCCC2	4%	-29%	-2%	3%	0%	-4%	-32%	-16%
Cc1ccc(C(=O)O/N=C(\c2ccccc2)c2cccnc2)cc1	-8%	-9%	-5%	2%	-4%	-7%	-1%	-3%
O=C(Nc1ccc(F)cc1F)c1csc(-c2cccs2)n1	-1%	6%	4%	-2%	-2%	3%	9%	21%
O=C(Nc1ccc(Cl)c(C(F)(F)F)c1)C1CCCN(S(=O)(=O)c2cnc[nH]2)C1 (stereo unspecified)	i	-3%	-2%	0%	0%	1%	2%	0%

Single records, from the list above:
CCc1nnc(NC(=O)c2cccc(C(=O)Nc3nnc(CC)s3)n2)s1 is listed as RECQ1 helicase: -1%; GAA glycogen: 20%; GAA inh: -1%; TRb-SRC2 inh: 0%; TR SRC2 fluor cs: 2%; GAA spleen mod: 5%; GoLoco inh red: 3%; L3MBTL1 block: 32%[activator]
O=C(Nc1ccc(F)cc1F)c1csc(-c2cccs2)n1 is listed as RECQ1 helicase: -1%; GAA glycogen: 6%; GAA inh: 4%; TRb-SRC2 inh: -2%; TR SRC2 fluor cs: -2%; GAA spleen mod: 3%; GoLoco inh red: 9%; L3MBTL1 block: 21%
